HT1080NT lethal: kills 2HG-producing HT-1080-NT fibrosarcoma cells; HT-1080-NT fibrosarcoma viability, CellTiter-Glo ATP luminescence, 48 h; Potency, µM (series often up to 46.1 µM), for the others: top-dose activity, negative = less viability, most hits filed as cytotoxic; 360,000 compounds, 1.6% hits;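 further: NT is the 2HG producing partner of a matched IDH1 knockdown line; potency means the concentration at half of the fitted maximal effect; 0% = DMSO-treated cells and -100% = media-only wells without cells; nearly all actives have a fitted effect of over 55% in size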
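HT-1080-NT; 750 cells/well; 5% FBS RPMI; 48 h compound, 37 degrees C; CellTiter-Glo luminescence; curve fitting and curve-class assignment.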
ATXN2 expr inh: ATXN2 expression inhibition; 360,000 compounds, 0.72% hits; HEK-293 ATXN2-luciferase reporter, luminescence, 24 h; Potency, µM (titrated, usually from 57 µM), without a hit: at the top dose activity change, negative = inhibition, usual class: inhibitors; further: potency means the concentration at half of the fitted maximal effect; on the % scale 0 is the no-effect control and ±100 the full control effect; nearly all actives have a fitted effect of over 55% in size
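ATXN2-luciferase reporter cells (luciferase flanked by upstream and downstream ATXN2 gene portions) were treated 24 h at 37 °C with compounds at up to 57 uM. SteadyGlo luminescence gave expression; GF-AFC fluorescence gave viability.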
IL-1B inflam inh: inhibitors of inflammasome signaling (IL-1 beta secretion). 360,000 compounds, 4.7% hits. AID 743279. activity change, % at 57.5 µM. THP-1 LPS/ATP IL-1B secretion, AlphaLISA, 16 h; stronger effect = lower value; in the data active means activity change below about -50%; inconclusive means mostly about -30% to -49%; further: on the % scale 0 is the no-effect control and ±100 the full control effect
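THP-1 cells pretreated 1 hr with compounds (up to 57.5 uM final), then stimulated with LPS (250 ng/mL final) plus ATP (1.25 mM final); secreted IL-1B measured by AlphaLISA after 16 hr, decreased signal indicating inhibition.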
MCF10A rerep: induces DNA re-replication in MCF 10a normal breast cells; MCF 10A DNA re-replication, Hoechst nuclear intensity, 48 h; 350,000 compounds, 2.9% hits; Potency, µM (series often up to 46.1 µM), inactives show at the top dose activity, positive = re-replication, actives largely listed as activators; further: potency means the concentration at half of the fitted maximal effect; % of control where 0% means no effect; nearly all actives have a fitted effect of over 50% in size
HT1080 IDH1KD tx: toxicity to HT-1080 IDH1 knockdown cells (counter line); 360,000 compounds, 2% hits; HT-1080 IDH1 knockdown viability, ATP luminescence, 48 h; Potency, µM (series often up to 46.1 µM), for inactives: top-dose activity, negative = toxicity, usual class: cytotoxic;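 further: potency means the concentration at half of the fitted maximal effect; 0% = DMSO wells and -100% = cell-free medium wells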
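Cytotoxicity counter-line: IDH1KD HT-1080, 48 h, CellTiter-Glo. Curves classed by r2, magnitude and activity.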
ATXN viability: reduces viability in counter-screen for ATXN expression inhibitors | S2 cells (HEK-293 line with an ATXN2-luciferase reporter) viability, CellTiter-Fluor protease fluorescence, 24 h | Potency, µM (titrated, usually from 56.7 µM), hits mostly cytotoxic | 400,000 compounds, 0.49% hits; further: potency means the concentration at half of the fitted maximal effect; nearly all actives have a fitted effect of over 40% in size
SW480 rereplic: DNA re-replication induction in SW480 cells. SW480 DNA re-replication, Hoechst DNA content imaging, 48 h. Potency, µM (doses to about 46.1 µM), without a hit: top-dose re-replication activation, hits mostly activators. 340,000 compounds, 1.8% hits; further: potency means the concentration at half of the fitted maximal effect; % of control where 0% means no effect; nearly all actives have a fitted effect of over 55% in size
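Hoechst fluorescence of nuclei (405 nm excitation, 500-530 nm emission) measured by plate-scanning imager after 48 hr compound exposure at 37 C; re-replication scored as increased number of nuclei with elevated intensity.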
HepG2 viability: counter-screen for TGF-b inhibitors: cytotoxicity in HepG2 cells. Potency, µM (top dose mostly 46.1 µM), for the others: at the top dose activity change, negative = cytotoxicity, most hits filed as cytotoxic. 410,000 compounds, 0.76% hits. HepG2 CAGA-GFP viability, ATP luminescence, 18 h; further: potency means the concentration at half of the fitted maximal effect; some results filed as inactive show a strong effect at the top dose
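CellTiter-Glo luminescence gave cytotoxicity after 18 hours at 37 degrees C. The cells were HepG2 CAGA-GFP in 1% FBS DMEM, stimulated with 500 pg/mL TGF-beta after compound addition. %Activity was normalised to no-cell wells (complete cell-killing) and DMSO (no toxicity), and curves were fitted and classified.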
KB-3-1 cytotox: kills parental KB-3-1 adenocarcinoma cells. KB-3-1 viability, CellTiter-Glo ATP luminescence, 72 h. Potency, µM (highest dose often 46.1 µM), for inactives: at the top dose activity change, negative = cytotoxic, most hits filed as cytotoxic. 400,000 compounds, 1.4% hits. AID 1347075; further: potency means the concentration at half of the fitted maximal effect; on the % scale 0 is the no-effect control and ±100 the full control effect; nearly all actives have a fitted effect of over 60% in size
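Cells are dispensed, compounds pinned in, plates held at 37 °C for 72 h, then CellTiter-Glo is added and luminescence read after 10 minutes. Cell line: parental KB-3-1 in phenol-red-free DMEM, 10% FBS.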
* marks the source's active call; other numbers are inactive results; i = inactive; ? = inconclusive; / = no result given; & = joins results of further samples; [ ] = remark or other dose. Unless noted, the call rests on the fitted dose curve; in most records, active means well fitted curve in the direction sought with a large enough effect; inconclusive means small, poorly fitted or top-dose-only effect, or another doubt; inactive means no such curve, though single readings can be large; an effect the other way counts as inactive or inconclusive.

1. COCCn1c(-c2ccc(F)cc2)nc2oc3cc(OC)ccc3c(=O)c2c1=O
2. COc1cccc(N2C(=O)CSC23C(=O)N(CC(=O)NCc2ccc(C)cc2)c2ccccc23)c1 (stereo unspecified)
3. O=c1[nH]c2cc([N+](=O)[O-])c([N+](=O)[O-])cc2[nH]c1=O
4. Cc1ccc(S(=O)(=O)N(Cc2cccc(F)c2)C(=O)N2CCN(C)CC2)cc1
5. COc1ccc(NC(=O)CN(C)C(=O)/C=C/c2cn(-c3ccccc3)nc2-c2ccc(F)cc2)cc1
6. O=C(COC(=O)c1ccc(F)cc1F)NCCC1=CCCCC1
7. Cc1cc(C(=O)Nc2ccccc2C#N)n(-c2ccccc2)n1
8. COc1cccc(NC(=O)Cn2c(=O)n(CCCCC(=O)NCc3ccccc3Cl)c(=O)c3ccccc32)c1

compound no.	1	2	3	4	5	6	7	8
HT1080NT lethal	-1%	/	-10%	2%	-13%	-1%	-4%	/
ATXN2 expr inh	5%	-6%	/	3%	-12%	3%	5%	-1%
IL-1B inflam inh	71	/	-11	17	-21	17	-5	/
MCF10A rerep	-2%	/	0%	-5%	2%	2%	-4%	/
HT1080 IDH1KD tx	2%	/	1%	3%	?	-3%	0%	/
ATXN viability	i	i	i	i	i	i	i	?
SW480 rereplic	-16%	/	6.5µM*	-2%	0%	-4%	-2%	/
HepG2 viability	-18%	-3%	-20%	2%	-1%	0%	-1%	-14%
KB-3-1 cytotox	11%	23%	-4%	6%	-13%	-1%	0%	6%

Exported in markdown: part of the list above
| # | compound | HT1080NT lethal | ATXN2 expr inh | IL-1B inflam inh | MCF10A rerep | HT1080 IDH1KD tx | ATXN viability | SW480 rereplic | HepG2 viability | KB-3-1 cytotox |
| --- | --- | --- | --- | --- | --- | --- | --- | --- | --- | --- |
| 3 | O=c1[nH]c2cc([N+](=O)[O-])c([N+](=O)[O-])cc2[nH]c1=O | -10% | / | -11 | 0% | 1% | i | 6.5µM* | -20% | -4% |
| 8 | COc1cccc(NC(=O)Cn2c(=O)n(CCCCC(=O)NCc3ccccc3Cl)c(=O)c3ccccc32)c1 | / | -1% | / | / | / | ? | / | -14% | 6% |
| 7 | Cc1cc(C(=O)Nc2ccccc2C#N)n(-c2ccccc2)n1 | -4% | 5% | -5 | -4% | 0% | i | -2% | -1% | 0% |
| 2 | COc1cccc(N2C(=O)CSC23C(=O)N(CC(=O)NCc2ccc(C)cc2)c2ccccc23)c1 (stereo unspecified) | / | -6% | / | / | / | i | / | -3% | 23% |
| 1 | COCCn1c(-c2ccc(F)cc2)nc2oc3cc(OC)ccc3c(=O)c2c1=O | -1% | 5% | 71 | -2% | 2% | i | -16% | -18% | 11% |

Later entries:
9. CC(C)(C)Cc1nnc(NS(C)(=O)=O)s1
10. CC(C)(CNS(=O)(=O)c1ccc2c(c1)OCCO2)N1CCOCC1
11. COc1cccc(CNC(=O)c2cccc(Br)c2)c1
12. CCc1ccc(NC(=O)CCn2nc(C)c(S(=O)(=O)N3CCCCC3)c2C)cc1
13. COc1ccc(CCC(=O)N2CCN(c3ccccc3)CC2)cc1OC
14. CN1CCN(C(=O)Nc2ccccc2)CC1
15. CCOc1c(Cl)cc(/C=N/NC(N)=S)cc1OC
16. CCCCN(C(=O)CSc1nc2ccccc2n1CC)C1CCS(=O)(=O)C1 (stereo unspecified)

compound no.	9	10	11	12	13	14	15	16
HT1080NT lethal	2%[9.24 µM]	11%	1%	-3%	11%	20%	1%	8%
ATXN2 expr inh	1%	/	6%	-23%	8%	-7%	/	0%
IL-1B inflam inh	45	23	4	-15	21	-1	155	-4
MCF10A rerep	-4%	1%	18%	-2%	0%	-5%	20%	-3%
HT1080 IDH1KD tx	13%	2%	11%	-7%	2%	20%	2%	4%
ATXN viability	i	i	i	i	i	i	i	?
SW480 rereplic	-2%	2%	0%	-5%	-2%	-6%	0%	-2%
HepG2 viability	0%	-11%	6%	0%&-35%	-6%	-10%	6%	-14%
KB-3-1 cytotox	1%	0%	1%	-9%	6%	6%	-27%	20%

17. COc1ccc([C@@H]2C[C@H]3[C@@H](CN2S(=O)(=O)c2ccccc2)C(=O)C[C@@H](c2ccc(OC)cc2)N3S(=O)(=O)c2ccccc2)cc1
18. O=C(NCC1CCCO1)C(C(=O)c1ccc(F)cc1)n1ccccc1=O (stereo unspecified)
19. CCC(=O)N1CCc2cc(S(=O)(=O)NCCC(=O)Nc3cccc(SC)c3)ccc21
20. O=S(=O)(NCc1ccccc1)NCc1cccc(C(F)(F)F)c1
21. COC(=O)N(C)C[C@H]1OCc2cnnn2CCCC(=O)N([C@@H](C)CO)C[C@H]1C
22. Cc1csc(NC(=O)CSc2nnc(Cn3c(=O)sc4ccccc43)n2-c2ccccc2)n1
23. Cc1cccc(CC(=O)Nc2cccnc2)c1
24. Cc1nc(C(=O)NCc2ccccc2)sc1C1(C)CC(c2cccnc2)=NO1 (stereo unspecified)

compound no.	17	18	19	20	21	22	23	24
HT1080NT lethal	8%	1%	/	1%	4%	-2%	1%	-1%
ATXN2 expr inh	11%	1%	-7%	8%	-5%	-12%	/	-9%
IL-1B inflam inh	9	-8	/	20	-6	?	13	8
MCF10A rerep	/	3%	/	-8%	/	1%	0%	-7%
HT1080 IDH1KD tx	0%	1%	/	-5%	6%	-7%	6%	-2%
ATXN viability	i	i	i	i	?	?	i	i
SW480 rereplic	/	-7%	/	-16%	/	13%	1%	-2%
HepG2 viability	-19%	-19%	-3%	-12%	-1%	-1%	-1%	-26%
KB-3-1 cytotox	0%	-4%	5%	5%	10%	-11%	-3%	4%

25. CCCc1cc(=O)[nH]c(SCC(=O)Nc2ccc(Cl)c(S(=O)(=O)N3CCOCC3)c2)n1
26. O=C1c2ccccc2C(=O)C1(CO)c1ccccc1
27. COc1ccccc1N1CCN(C(=O)Cn2ncc3c(=O)oc4ccccc4c32)CC1
28. CN1CCc2c(n(CC(O)CNCc3ccccc3)c3ccccc23)C1=O (stereo unspecified)
29. CCOC(=O)c1ccc(NC(=O)Nc2ccon2)cc1
30. COC(=O)C[C@H]1C[C@H]2c3cc(NC(=O)C4CCC4)ccc3O[C@H]2[C@H](CO)O1
31. NC(=O)CN(C/C=C/c1ccccc1)C/C=C/c1ccccc1
32. CCc1ccccc1S(=O)(=O)Cc1ccc(C(=O)N2CCN(c3ccccc3OC)CC2)o1

compound no.	25	26	27	28	29	30	31	32
HT1080NT lethal	13%	9%	/	?	0.58µM*	-4%	2%	?
ATXN2 expr inh	7%	-4%[11.3 µM]	?	/	/	-1%	/	?
IL-1B inflam inh	11	7	/	?	82	-3	2	6
MCF10A rerep	?	-1%	/	1%	1.3µM*	/	0%	-11%
HT1080 IDH1KD tx	4%	-3%	/	?	0.92µM*	6%	0%	-27%
ATXN viability	i	i	?	i	i	i	i	?
SW480 rereplic	-13%	-6%	/	4%	?	/	-6%	?
HepG2 viability	9%	-15%	-37%	-37%	-33%	-10%	-32%	-53%
KB-3-1 cytotox	-7%	-3%	-1%	-7%	0.58µM*	20%	2%	6%

33. CCOc1ccc(-n2c(C)cc(C(=O)CCl)c2C)cc1
34. Cc1cc(O)c2c(c1)C(=O)[C@@]13Oc4c5c(c(O)c6c(O)cc(C)cc46)C(=O)C[C@H](O)[C@H]5[C@@H]1[C@@H](O)CC(=O)C3=C2O
35. O=C(CCN1CCCCO1)N1CCCC(Nc2ccc(F)cc2)C1 (stereo unspecified)
36. O=C1O/C(=C\C(=O)N2CCOCC2)c2ccccc21
37. CCOc1ccc(C(=S)N2CCCC2)c(OCC)c1
38. CCOC(=O)c1c(C)[nH]c(N=Nc2ccc(C)cc2)c1C
39. Cc1ccc2c(c1)CCCN2C(=O)c1ccncc1
40. Cc1ccc(NC(=S)N(CCN(C)C)C(C)c2ccco2)c(C)c1 (stereo unspecified)

compound no.	33	34	35	36	37	38	39	40
HT1080NT lethal	7.3µM*	?	6%	0%	12%	-21%	-17%	?
ATXN2 expr inh	24µM*	15%	0%	-8%	-7%	102%[activator]	0%	/
IL-1B inflam inh	-99*	-5	-6	-19	8	-15	0	-14
MCF10A rerep	12µM*	10%	-3%	1%	1%	-3%	-6%	0%
HT1080 IDH1KD tx	8.2µM*	?	6%	-1%	6%	-5%	-12%	-5%
ATXN viability	/	i	i	i	i	i	i	i
SW480 rereplic	9.2µM*	?	-6%	-8%	-9%	-3%	-2%	-20%
HepG2 viability	-96%	-7%	-3%	-19%	15%	-29%	-28%	-16%
KB-3-1 cytotox	4.6µM*	0%	21%	?	7%	-1%	-2%	0%

Records listed so far that bear a hit mark in IL-1B inflam inh.
#	molecule	IL-1B inflam inh	SW480 rereplic
33	CCOc1ccc(-n2c(C)cc(C(=O)CCl)c2C)cc1	-99*	9.2µM*

(more compounds)
41. COc1ccc(C(O)(C(=O)NNc2ccc(C)cc2)c2cccs2)cc1 (stereo unspecified)
42. Cc1cc(C)nc(NC(=O)c2csnn2)c1
43. Cc1c(F)cccc1NS(=O)(=O)c1ccc(OCCNS(C)(=O)=O)cc1
44. COc1cc2cc(C(=O)N/N=C/c3ccc(F)cc3)[nH]c2cc1OC
45. COc1ccc(CCn2c(-c3cccc([N+](=O)[O-])c3)nc3nc4ccccc4nc32)cc1
46. Cc1cc(C)n2nc(SCC(=O)Nc3cccc(C(F)(F)F)c3)nc2n1
47. O=S(=O)(NCCNS(=O)(=O)c1c(F)cccc1F)c1ccc2c(c1)OCCO2

compound no.	41	42	43	44	45	46	47
HT1080NT lethal	-17%	19%	-1%	0%	-2%	/	/
ATXN2 expr inh	3%	2%	-27%	4%	4%	-5%	-9%
IL-1B inflam inh	0	15	-18	-11	-27	/	/
MCF10A rerep	25%	-32%[inhibitor]	5%	-4%	1%	/	?
HT1080 IDH1KD tx	?	6%	-1%	1%	1%	/	/
ATXN viability	i	i	i	i	i	i	i
SW480 rereplic	0%	-23%	11%	-15%	2%	/	-12%
HepG2 viability	-31%	1%	5%	0%	1%	-37%	-1%
KB-3-1 cytotox	5%	11%	?	-4%	8%	?	15%

Assay outcomes deposited in PubChem by National Center for Advancing Translational Sciences (NCATS).

An unsorted share of the library; overall some 8.9% were active at least once.
